Screening results (PubChem)
IL1B NFkB pot: enhances IL-1B driven NFkB nuclear translocation; hit rate 0.3% among 94,000; AID 819; activation, % at 2 µM; HUVEC IL-1B NFkB p65 nuclear translocation imaging;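 active = activation above 40%, about the mean plus 3 SD, also judged a hit on visual image review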;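 also: percent activation is computed from the nuclear over cytoplasmic p65 intensity ratio; values of inactives mirror those of a sister screen read the other way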
Bcl-B displacement: displacers of TR3 peptide from Bcl-B, primary screen, selectivity assay for Bfl-1 inhibitor project, biochemical, fluorescence polarization. hit rate 0.11% among 96,000. FP displacement of FITC-TR3 peptide from Bcl-B; higher % means a stronger effect. one-dose displacement, % at 20 µM; IC50 in µM for titrated hits;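 active = displacement above 50% at 20 µM plus a fluorescence interference ratio under 1.5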;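 also: plate controls were wells without compound for no effect and wells lacking Bcl-B protein for full effect; a part of the inactive calls stands beside numbers as strong as those of hits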
IL1B NFkB inh: blocks IL-1B driven NFkB nuclear translocation in HUVEC cells; HUVEC IL-1B NFkB p65 nuclear translocation imaging; hit rate 0.43% among 94,000; inhibition, % at 2 µM;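 active = inhibition above about 30% together with a positive call from visual inspection of the well image, limit read from the data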;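 also: nuclear over cytoplasmic p65 intensity ratio measured by imaging; 0% = IL-1B stimulated DMSO wells and 100% = unstimulated DMSO wells; values of inactives mirror those of a sister screen read the other way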
PLAP inhibitors HTS: PLAP enzyme inhibitors, biochemical, luminescence, HTS (AID 690) | purified PLAP, luminescent substrate; higher % means a stronger effect | inhibition, % at 20 µM; hits with a dose series show IC50 in µM | hit rate 0.08% among 96,000; in the data active = a potency from the dose series; inactive = the rest, 99 in 100 with inhibition below about 30%; also: strong numbers were not always called active
MRP resist rev: compounds reversing MRP-mediated drug resistance; H69AR cells + 2 uM doxorubicin, CellTiter-Glo, 72 h; differential viability (reversal), % at 10 µM; hit rate 0.04% among 85,000; AID 602;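 active = viability drop by adding the cancer drug above about 55%, with treated viability meeting a 40% cutoff, limit read from the data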;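 also: viability without doxorubicin minus viability with 2 µM doxorubicin for each compound; larger differential means the compound sensitizes cells more to doxorubicin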
MRP resist rev cytotoxicity: second read-out of MRP resist rev, no call of its own (marks repeat the call); viability, %; H69AR cells, CellTiter-Glo, 72 h; measured here: cytotoxicity without doxorubicin
MRP resist rev with doxorubicin: further read-out of MRP resist rev, marked with its call; viability, %; measured here: viability with 2 uM doxorubicin; active compounds read low
IL1B NFkB inh cell count 2 µM: second read-out of IL1B NFkB inh, no call of its own (marks repeat the call); cell count; measured here: cells passing quality filter;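 raw number of nuclei counted in each imaged well without normalization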
IL1B NFkB pot cell count 2 µM: second read-out of IL1B NFkB pot, no call of its own (marks repeat the call); cell count; measured here: cells passing quality filter
The depositor's hits bear a star; nt = not tested or not shown. Some of the compounds tested. The share of hits here may be higher or lower than overall.

SMILES	IL1B NFkB pot	IL1B NFkB pot cell count 2 µM	Bcl-B displacement	IL1B NFkB inh	IL1B NFkB inh cell count 2 µM	PLAP inhibitors HTS	MRP resist rev	MRP resist rev cytotoxicity	MRP resist rev with doxorubicin
CCCn1c(SCC(=O)c2cc(OC)ccc2OC)nc2c1c(=O)n(C)c(=O)n2C	1.7	150	5.2%	-1.7	150	1.1%	nt	nt	nt
N#Cc1c(NC(=O)Cn2c(=O)oc3ccccc32)oc(-c2ccccc2)c1-c1ccccc1	16.4	150	-10.9%	-16.4	150	-52.8%	-15.4	91.0	106.4
CC(=NC1CC1)c1c(-c2ccccc2)[nH]n(-c2nc3ccccc3s2)c1=O	7.5	157	-1.2%	-7.5	157	-4.5%	nt	nt	nt
COCCn1c(SCC(=O)Nc2cccc(C(=O)OC)c2)nc2ccccc2c1=O	6.7	131	-0.3%	-6.7	131	4.8%	8.0	80.2	72.2
Cc1ccc2c(c1)c(C)c(C)n2CC(O)Cn1nc(C)cc1C (centres undefined)	nt	nt	44.9%	nt	nt	-54.1%	0.6	79.1	78.5
O=C(Nc1cc(N2CCOCC2)ncn1)NC1(C(F)(F)F)Oc2ccc(Cl)cc2O1 (centres undefined)	19.9	53	0.2%	-17.5	53	12.7µM*	-12.4	29.6	42.0
Cc1ccc(C)c(S(=O)(=O)NCc2ccc(C(=O)N3CCN(C)CC3)cc2)c1	21.6	133	-5.0%	-21.6	133	-63.4%	-3.9	92.3	96.2
O=C(CSc1nnc(Cc2ccccc2)n1Cc1ccccc1)NCc1ccco1	-1.7	101	nt	1.7	101	nt	7.9	93.5	85.7
COc1ccc(S(=O)(=O)Nc2ccc(O)c3ccccc23)cc1	23.6	155	2.0%	-23.6	155	-24.9%	-0.6	1.8	2.4
Cc1nc(NNC(=O)c2ccccc2)cc(-c2ccccc2)n1	1.9	165	7.9%	-1.9	165	-222.8%	1.4	91.7	90.3
O=C(CCCOc1ccccc1)N1CCN(c2ccccc2)CC1	-1.1	166	-1.9%	1.1	166	-28.6%	21.5	96.2	74.7
CC1=CC(C)C(/C=N/n2cnnc2)C(C)C1 (centres undefined)	5.3	97	-6.2%	-5.3	97	nt	8.9	100.4	91.5
COc1ccc(S(=O)(=O)NNC(=O)c2csc(-n3nc(C)cc3C(F)(F)F)n2)cc1OC	52.4*	179*	-5.2%	-52.4	179	-6.7%	1.7	84.2	82.5
CN1C(=O)/C(=N/OC(=O)c2ccccc2)c2ccccc21	2.9	94	1.0%	-2.9	94	-14.7%	nt	nt	nt
CCOc1ccccc1N1CC(O)=C(c2nc3ccccc3s2)C1=N	-2.0	116	-7.0%	2.0	116	-0.7%	-2.8	110.1	113.0
Cc1nn(CCC(=O)O)c2nc(-c3cccnc3)cc(C(F)(F)F)c12	1.6	183	-2.3%	-1.6	183	-14.4%	-6.5	85.4	91.9
CCOC(=O)/C=C1\NC(C)(C)Cc2cc(OC)c(OC)cc21	0.5	156	1.6%	-0.5	156	-2.2%	-6.1	82.6	88.7
CCN1CCN(C(=O)CCN2C(=O)COc3ccc(C)cc32)CC1	-1.2	113	-1.3%	1.3	113	-23.8%	12.7	107.5	94.8
COC(=O)CNC(=O)c1ccc(C)s1	19.5	159	8.6%	-19.5	159	-20.0%	nt	nt	nt
Cn1nc([N+](=O)[O-])c2c(-c3nc4ccccc4s3)c(N)n(C3CCCCC3)c2c1=O	2.2	194	48.3%	-2.2	194	25.6%	38.4	83.7	45.3

Whole records, looked up by structure.
Cc1nc(NNC(=O)c2ccccc2)cc(-c2ccccc2)n1 reads IL1B NFkB pot: 1.9; IL1B NFkB pot cell count 2 µM: 165; Bcl-B displacement: 7.9%; IL1B NFkB inh: -1.9; IL1B NFkB inh cell count 2 µM: 165; PLAP inhibitors HTS: -222.8%; MRP resist rev: 1.4; MRP resist rev cytotoxicity: 91.7; MRP resist rev with doxorubicin: 90.3
COc1ccc(S(=O)(=O)NNC(=O)c2csc(-n3nc(C)cc3C(F)(F)F)n2)cc1OC reads IL1B NFkB pot: 52.4*; IL1B NFkB pot cell count 2 µM: 179*; Bcl-B displacement: -5.2%; IL1B NFkB inh: -52.4; IL1B NFkB inh cell count 2 µM: 179; PLAP inhibitors HTS: -6.7%; MRP resist rev: 1.7; MRP resist rev cytotoxicity: 84.2; MRP resist rev with doxorubicin: 82.5

(cont.)
SMILES	IL1B NFkB pot	IL1B NFkB pot cell count 2 µM	Bcl-B displacement	IL1B NFkB inh	IL1B NFkB inh cell count 2 µM	PLAP inhibitors HTS	MRP resist rev	MRP resist rev cytotoxicity	MRP resist rev with doxorubicin
COc1ccc(/C=C/C(=O)Nc2nc(C)cc(C)n2)cc1OC	3.1	183	-6.5%	-3.1	183	5.7%	nt	nt	nt
Cc1ccc(NS(=O)(=O)c2cn(C)cn2)cc1	19.6	176	nt	-19.6	176	nt	-8.8	102.5	111.3
COc1ccccc1NC(=O)NC1(C(=O)N2CCCCCC2)CCCCC1	-17.1	135	nt	17.1	135	nt	16.8	106.9	90.1
O=C1CCCCCN1C(=O)c1cccc(C(=O)N2CCCCCC2=O)c1	11.5	133	3.3%	-11.5	133	4.3%	-5.5	95.8	101.3
O=C(O)CCC(=O)OCC1CCCO1 (centres undefined)	11.2	201	7.7%	-11.2	201	16.7%	1.6	88.0	86.4
COc1ccc(C)cc1-n1nnnc1SCC1CCCCO1 (centres undefined)	-3.4	108	1.3%	3.4	108	-60.1%	8.7	85.4	76.8
COc1ccc(CCCc2nnc(SCC(=O)Nc3nc(C)cs3)n2C)cc1	32.6	153	-5.7%	-32.6	153	6.1%	0.9	90.5	89.6
COc1ccc(C2=C(O)C(C)N(c3ccccc3)C2=N)cc1OC (centres undefined)	-1.2	85	-8.0%	1.2	85	-34.1%	1.5	90.1	88.6
Cc1cc(C)nc(NS(=O)(=O)c2ccc(Br)s2)c1	8.0	61	3.9%	-8.0	61	-12.9%	-4.2	93.4	97.6
COc1ccc(S(=O)(=O)N2Cc3ccccc3CC2C(=O)Nc2nccs2)cc1OC (centres undefined)	2.6	133	8.4%	-2.6	133	12.0%	-20.5	46.0	66.5
CCCn1c(-c2ccc(OC)cc2)nc2nc3ccccc3nc21	7.1	102	-34.7%	-7.1	102	-11.7%	-9.8	81.0	90.8
Cc1cc(C)c2c(N)c(C(=O)N3CCN(c4ncccn4)CC3)sc2n1	-9.2	141	-3.5%	9.2	141	12.7%	-9.2	84.2	93.4
O=C(c1ccc(Cl)cc1)c1oc2ccccc2c1CS(=O)(=O)c1ccccc1	6.6	94	3.8%	-6.6	94	6.4%	nt	nt	nt
CNC(=O)c1[nH]cnc1C(=O)Nc1cccc(OC)c1	0.8	133	-14.2%	-0.8	133	-89.8%	-5.8	76.0	81.8
Cc1ccc(Cn2ncc3c(N4CCN(c5ccc(C)cc5)CC4)ncnc32)cc1	16.5	142	-3.5%	-16.5	142	-79.1%	7.3	92.8	85.4
CC(C)(C)NC(=O)CSc1nnc(-c2ccccn2)n1-c1ccccc1	nt	nt	-1.6%	nt	nt	1.0%	5.6	94.8	89.2
CCCCCCCCCCNC(=O)C(=O)Nc1ccccn1	-7.6	166	-6.1%	7.6	166	18.3%	15.1	87.7	72.7
O=c1nc(/C=C/c2cc([N+](=O)[O-])ccc2Cl)cc(C(F)(F)F)[nH]1	15.8	188	-1.5%	-15.8	188	-70.6%	-21.4	43.7	65.2
CCCC(=O)N(CCc1ccccc1)Cc1nc2ccccc2c(=O)[nH]1	9.5	107	13.7%	-9.5	107	-17.9%	0.8	82.9	82.1
Cc1cc(NC(=O)CSc2nc3ccccc3c(=O)n2CCCC(=O)NCc2ccccc2)n[nH]1	12.4	153	-0.3%	-12.4	153	-79.4%	-12.4	80.1	92.5
CN1C(=O)CC(C(=O)O)SC1=Nc1ccc(F)cc1 (centres undefined)	26.9	86	nt	-26.9	86	nt	-12.2	95.0	107.2
COc1ccc(OC)c2c1C(=O)c1ccccc1C2=O	21.0	198	162.0%	-21.0	198	27.5%	nt	nt	nt
CC(C)C(OC(=O)c1ccco1)C(=O)NCc1cccs1 (centres undefined)	24.6	154	1.5%	-24.6	154	0.1%	nt	nt	nt
COc1ccc2nc(NC(=O)CNS(=O)(=O)c3cccs3)sc2c1	18.6	206	-13.5%	-18.6	206	-151.7%	8.3	71.1	62.8
CCOCCCNC(=O)C(c1ccc(C)cc1)N(Cc1ccc2c(c1)OCO2)C(=O)c1cnccn1 (centres undefined)	-3.3	158	-0.4%	3.3	158	-56.0%	5.1	92.6	87.5
O=C(c1cccc(S(=O)(=O)N2CCOCC2)c1)N1CCCC1	28.2	187	-7.0%	-28.2	187	-0.5%	-0.6	83.8	84.4
O=C(CSc1nnc(-c2ccncc2)n1CC1CCCO1)NCc1ccccc1 (centres undefined)	-6.1	79	-4.5%	6.1	79	4.4%	-7.7	95.8	103.4
CCOC(=O)COc1nc(OC)nc(N2CCOCC2)n1	nt	nt	-4.4%	nt	nt	18.0%	0.9	99.6	98.7
COc1ccc(C2C=C(C)Nc3nc(SC)nn32)cc1 (centres undefined)	6.2	146	-3.2%	-6.2	146	0.9%	4.7	85.4	80.8
CCOC(=O)Cc1csc(NC(=O)c2ccc(S(=O)(=O)N3CCCCC3)cc2)n1	12.1	182	-2.4%	-12.1	182	-0.4%	nt	nt	nt
Oc1ccc(Br)cc1-c1cc(-c2ccccc2)n[nH]1	-1.1	123	nt	1.1	123	nt	-3.3	6.3	9.6
CCC(=O)NCc1c(Cl)cccc1-n1cccc1	-3.3	127	3.8%	3.3	127	-2.4%	nt	nt	nt
Cc1noc(N)c1C(=O)Nc1ccccc1F	1.4	174	10.8%	-1.4	174	-11.7%	0.2	91.5	91.3
CCOC(=O)C1CCN(S(=O)(=O)c2ccc3c(c2)CCCN3C(C)=O)CC1	nt	nt	-0.9%	nt	nt	-36.2%	12.8	97.7	84.9
Cc1nnc(C)n1/N=C/c1ccc2c(c1)OCCO2	10.6	174	-7.7%	-10.6	174	-1.1%	10.9	91.9	81.0
Cc1ccc(-n2nc(C)c3c2OC(N)=C(C#N)C3c2ccncc2)cc1 (centres undefined)	-10.8	109	9.5%	10.8	109	20.6%	-1.3	76.7	78.0
N#CC1=C(N)SC2(CCCCC2)SC1c1ccccc1 (centres undefined)	3.1	138	-7.0%	-3.1	138	-28.2%	12.7	92.2	79.6
COC(=O)c1cc(S(=O)(=O)N2CCOCC2)c(Cl)cc1N1CCOCC1	13.5	71	4.3%	-13.5	71	8.0%	-3.4	76.4	79.9
Nc1nnc(SCC(=O)N2CCN(c3cccc(Cl)c3)CC2)n1-c1ccccc1	7.4	139	nt	-7.4	139	nt	-4.6	85.8	90.3
Cc1cc(C(=O)Nc2ccccc2)oc1C	0.7	141	-6.2%	-0.7	141	-10.9%	32.1	91.7	59.6
Nc1cccc(NC(=O)c2cccs2)c1	-3.4	174	-0.1%	3.4	174	24.3%	4.0	96.0	92.0
Cc1ccc(O)c(NC(=O)c2ccco2)c1	-5.7	154	2.1%	5.7	154	-15.6%	18.1	80.0	62.0
O=C(NC(=O)c1ccc(Cl)cc1)Nc1cc(N2CCCCC2)ncn1	-0.6	122	nt	0.6	122	nt	-12.4	93.8	106.3
CC(C)N1CCc2c(sc(NC(=O)c3ccc(S(=O)(=O)N4CCOCC4)cc3)c2C#N)C1	nt	nt	-23.8%	nt	nt	-18.5%	8.4	97.7	89.3
Cc1nnc(NCCc2ccccc2)n(N)c1=O	23.9	134	-0.5%	-23.9	134	-13.4%	-6.1	81.8	87.9
COc1ccccc1OC(=O)c1ccc2nsnc2c1	-7.5	184	-3.1%	7.5	184	-27.3%	-2.2	89.3	91.5
CC(C)C(NC(=O)c1ccc(Cl)cc1)C(=O)NC1=NCCS1 (centres undefined)	0.9	195	23.3%	-0.9	195	9.3%	-17.7	93.9	111.6
O=C(OCC(=O)N1CCN(C(=O)c2ccco2)CC1)c1cc(-c2ccc(F)cc2)nc2ccccc12	-4.6	106	8.8%	4.6	106	-52.0%	0.6	86.2	85.6
CN(C)C(=O)c1ccccc1Sc1ccc(Cl)cc1Cl	19.6	171	15.1%	-19.6	171	-42.9%	nt	nt	nt
CCC(C)C(NC(=O)C(N)CC(C)C)C(=O)NC(CCC(=O)OCc1ccccc1)C(N)=O (centres undefined)	32.5	203	-1.7%	-32.5	203	-30.2%	8.2	106.1	97.9
